H69AR growth 86K: proliferation blockers of H69AR lung cancer cells, primary screen, cell-based, human, 86K library; AID 598, 2007; viability, % at 10 µM; H69AR lung tumor viability, ATP luminescence, 72 h; active compounds read low; 6% of 85,000 active;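 active = viability at or below 40%; inactive = viability above 40%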;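 also: multidrug resistant small cell line overexpressing MRP-1 efflux transporter; 100% = mean luminescence of untreated control wells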
Lung fibro prol: antiproliferative effect on LL 47 fibroblasts – human, LL 47 cells, CellTiter-Glo luminescence, primary screen; viability, % at 10 µM; AID 719, 2007; 1.1% of 85,000 active; LL 47 human lung fibroblast viability, ATP luminescence; active compounds read low;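 active = viability at or below 50% in the single dose screen; inactive = viability above 50%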;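 also: compound exposure lasted 72 h before the ATP readout; 100% = median luminescence of untreated cell-only wells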
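Assay system: human lung fibroblast line LL 47, low passage. Input: 1,150 fibroblasts seeded per well. Times: overnight cell rest, 72 h compound treatment at 37 °C. Evaluation: % viability of median cell-only signal. Technique: luminescent ATP detection, CellTiter-Glo. Control set: cell-only wells, no compound.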
MT1-MMP txn act: MT1-MMP promoter reporter activation – cell-based, luciferase luminescence, primary screen. AID 750, 2007. 0.16% of 86,000 active. activation factor at 10 µM. HT1080 MT1-MMP promoter luciferase reporter, overnight; active compounds read high;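 active = activation factor of at least 2 for MT1-MMP transcription at 10 µM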
Mac1 fbg enh: enhancers of CD11b/CD18 adhesion to fibrinogen, primary screen, K562 cells, luminescence; ATPlite luminescence; 0.07% of 93,000 active; Integrin beta-2 (Homo sapiens) + Integrin alpha-M (Homo sapiens), P05107+P11215; activation, % at 10 µM; AID 1499, 2009;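 active = 10 µM primary screen giving 50% or more activity, confirmed by 40% or more on retest at that dose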; also: strong numbers were not always called active
ERa coact inh: ERα–SRC-1 coactivator interaction inhibitors, primary screen, biochemical, TR-FRET, ERα LBD, estradiol-bound; Estrogen receptor (Homo sapiens), P03372; TR-FRET ER-alpha LBD / SRC-1 peptide; inhibition, % at 25.6 µM; 1.7% of 86,000 active; AID 629, 2007; in the data active = inhibition above about 50%;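 also: 0% = receptor plus peptide control and 100% = peptide only without receptor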
Smad3 inh: Smad3/FoxH1 peptide binding inhibitors, primary screen, biochemical, TR-FRET. Mothers against decapentaplegic homolog 3 (Homo sapiens), P84022. TR-FRET Smad3/Dy647-FoxH1 peptide binding, europium anti-His. inhibition, % at 25 µM. 0.29% of 88,000 active. AID 630, 2007;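 active = compounds that reduce the energy-transfer binding signal between the protein and its labelled peptide by more than half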;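 also: 0% = Smad3 plus labelled peptide maximal FRET and 100% = peptide-only background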
Target sequence (P84022 whole entry, looked up): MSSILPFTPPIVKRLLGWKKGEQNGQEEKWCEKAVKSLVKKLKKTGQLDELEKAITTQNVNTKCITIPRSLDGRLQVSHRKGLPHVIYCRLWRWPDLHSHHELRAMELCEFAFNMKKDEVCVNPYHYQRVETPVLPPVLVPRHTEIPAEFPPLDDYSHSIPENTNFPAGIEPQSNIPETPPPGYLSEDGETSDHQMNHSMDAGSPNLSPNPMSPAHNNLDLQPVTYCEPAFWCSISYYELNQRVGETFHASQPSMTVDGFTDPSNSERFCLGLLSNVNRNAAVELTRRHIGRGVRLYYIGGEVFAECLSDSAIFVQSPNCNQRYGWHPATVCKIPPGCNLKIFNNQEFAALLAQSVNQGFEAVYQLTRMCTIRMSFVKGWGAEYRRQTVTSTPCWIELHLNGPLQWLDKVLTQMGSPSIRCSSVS
ERa SRC1 pot: enhancers of ERα–SRC-1 coactivator binding, primary screen, biochemical, TR-FRET, ERα LBD, low estradiol. Estrogen receptor (Homo sapiens), P03372. 1.3% of 86,000 active. AID 639, 2007. coactivator binding (% of control), % at 25.6 µM. TR-FRET ERalpha-LBD/SRC-Cy5 coactivator binding, 2 h; 100 = basal binding, no effect; in the data active = activity above about 200%;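 also: binding measured in presence of low estradiol as agonist stimulus; 0% = peptide alone without receptor and 100% = receptor with peptide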
HUVEC prolif 384: inhibitors of HUVEC proliferation, primary screen, cell-based, 384-well. CellTiter-Glo luminescence, 72 h; active compounds read low. viability, % at 10 µM (by protocol). 1.1% of 86,000 active;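 active = viability at or below 30%; inactive = viability above 30%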;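 also: 100% = median luminescence of DMSO-only cell control wells on each plate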
ERb coact inh: inhibitors of ERβ-SRC1 coactivator interaction, primary screen, biochemical, TR-FRET, ERβ LBD, SRC-1 peptide; Estrogen receptor beta (Homo sapiens), Q92731; TR-FRET ER-beta LBD / SRC1-Cy5 peptide binding; receptor agonist-loaded with 1 µM estradiol; inhibition, % at 25.6 µM; 1.3% of 86,000 active;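 active = compounds whose percent inhibition of the receptor-coactivator binding signal exceeds about 50% in the single-dose screen, limit read from the data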;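 also: 0% = receptor plus peptide wells without compound and 100% = peptide-only wells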
Target sequence (Q92731 whole entry, looked up, the tested form may be a part): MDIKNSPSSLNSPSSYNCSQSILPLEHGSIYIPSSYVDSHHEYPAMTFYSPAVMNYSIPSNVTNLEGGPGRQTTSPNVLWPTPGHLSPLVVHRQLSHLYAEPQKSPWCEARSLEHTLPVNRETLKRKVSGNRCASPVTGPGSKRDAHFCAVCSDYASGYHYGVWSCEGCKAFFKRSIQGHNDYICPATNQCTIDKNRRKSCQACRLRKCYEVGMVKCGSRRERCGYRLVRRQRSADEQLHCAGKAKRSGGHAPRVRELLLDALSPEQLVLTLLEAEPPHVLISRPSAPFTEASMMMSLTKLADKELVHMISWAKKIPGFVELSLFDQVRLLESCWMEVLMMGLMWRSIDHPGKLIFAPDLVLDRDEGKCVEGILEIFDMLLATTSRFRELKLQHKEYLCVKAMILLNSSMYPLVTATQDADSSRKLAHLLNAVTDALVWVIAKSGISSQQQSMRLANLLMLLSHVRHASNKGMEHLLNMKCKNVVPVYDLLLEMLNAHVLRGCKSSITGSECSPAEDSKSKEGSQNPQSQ
Starred values were filed as active, the others as inactive; . = not tested or not shown; [ ] = dose if it differs, or a comment. Not all compounds are listed (hit frequency here may not be typical).

cpd	Compound	H69AR growth 86K	Lung fibro prol	MT1-MMP txn act	Mac1 fbg enh	ERa coact inh	Smad3 inh	ERa SRC1 pot	HUVEC prolif 384	ERb coact inh
1	Cc1cc2c(c(=O)o1)C(C1C=CCCC1)C(C#N)=C(N)O2 (centres undefined)	97.1	96.1	1.1	-1.4	-1.6	-3.5	98.0	100.1	-13.1
2	CCOC(=O)c1c(C)cc(=O)oc1C	81.1	99.4	1.2	-1.1	-9.9	8.0	76.9	89.9	-5.1
3	CCOCN(C(=O)Cn1c(CO)nc2ccccc21)c1c(C)cccc1CC	62.7	94.6	1.1	-8.7	-15.2	-4.8	109.4	97.7	-10.4
4	Cc1c(CN2CCN(c3cccc(C(F)(F)F)c3)CC2)c(=O)n(-c2ccccc2)n1C	102.6	101.8	1.2	-2.9	-9.2	1.0[fluorescence artefact?]	118.4[fluorescence artefact?]	93.0	3.3[fluorescence artefact?]
5	CCCCN(CCCNC(=O)c1c(C)cc(=O)oc1C)c1ccccc1	72.5	98.9	1.4	0.6	-10.2	3.5	113.0	94.8	1.7
6	Cc1nn(-c2cccc(Cl)c2)c2c1C(c1cccnc1)C(C#N)=C(N)O2 (centres undefined)	97.4	91.3	1.1	1.5	-0.1	2.2	120.0	85.0	2.7
7	O=C(c1nc2nc(-c3ccc(Cl)cc3)cc(C(F)(F)F)n2n1)N1CCOCC1	86.6	108.7	1	-0.2	15.3[fluorescence artefact?]	-0.5	104.8	100.8	15.4[fluorescence artefact?]
8	COc1cc(OC)cc(C(=O)N2CCN(C(=O)c3ccc(OC)c(OC)c3)CC2)c1	82.8	93.8	1.1	.	-11.6	-5.4	120.8	101.2	-6.1
9	O=C(CN1CCN(CCC(=O)Nc2ccccc2F)CC1)Nc1ccc(F)cc1	65.6	90.7	1.2	2.4	-1.7	-1.5	116.7[fluorescence artefact?]	94.1	3.4[fluorescence artefact?]
10	COc1ccc(-c2noc(CSc3ccc(C)cc3)n2)cc1	75.4	96.0	1.1	2.6	-1.4	-9.4	100.8	109.7	-1.6
11	Cc1ccccc1N1C(=O)CC(N(O)c2ccccc2)C1=O (centres undefined)	85.4	94.8	1.2	-0.8	-2.9	0.5	125.5	91.5	-1.9
12	CCCCCCOc1ccc(OC(=O)c2cccnc2)cc1	99.5	67.0	1.3	.	-2.2	0.3	101.7	33.2	4.5
13	O=C(CCc1ccccc1)Nc1ccc(NC(=O)c2ccco2)cc1	92.4	95.6	1.2	-1.2	-3.3	-0.5	90.9[fluorescence artefact?]	87.2	-2.8
14	O=C(O)COc1ccc(NC(=O)c2ccco2)cc1	98.0	97.2	1.2	-2.0	2.0[fluorescence artefact?]	2.1	116.5[fluorescence artefact?]	97.5	5.7[fluorescence artefact?]
15	O=S(=O)(c1ccc(Br)cc1)N1CCN(c2ccc3nnc(-c4ccccc4)n3n2)CC1	30.2*	100.7	.	48.2	13.7[fluorescence artefact?]	0.4	146.2[fluorescence artefact?]	82.1	8.5
16	O=C(c1cc(C2CC2)nc2ccccc12)N1N=C(C(F)F)CC1(O)C(F)F (centres undefined)	74.6	98.4	1.1	.	-8.6	9.8	19.6	111.8	-4.2
17	C=C(C)c1cccc(C(C)(C)NC(=O)N2CCN(CC)CC2)c1	99.4	83.8	1	.	-42.1	7.3	113.0	79.6	-12.4
18	COc1ccc(NC(=O)CN2CCN(CC(=O)Nc3ccc(OC)c(OC)c3)CC2)cc1	96.5	95.8	1.2	0.8	-2.4	-4.0	126.2	104.7	-4.2
19	CC(/C=N/NC(=O)c1cccnc1)=C\c1ccco1	95.5	111.3	1.4	-2.7	3.3	5.7	83.2[fluorescence artefact?]	98.9	8.1
20	Cc1cc(=O)oc2cc(OC(C)C)ccc12	97.8	93.8	1.1	-3.5	-2.6	7.9	93.6	112.3	-2.7
21	CCCCNC(=O)OC(C)CNC(=O)OC (centres undefined)	95.6	110.2	1.1	-1.1	-5.9	11.9[fluorescence artefact?]	108.0[fluorescence artefact?]	101.0	-6.1
22	Cc1ccc(OCCCn2c(=O)sc3ccccc32)cc1	87.8	98.1	1.1	5.3	-7.5	-10.6	84.7	103.0	-9.0
23	COc1ccc(NC(=O)C2CCC(CNc3c(N4CCCCC4)c(=O)c3=O)CC2)cc1OC (centres undefined)	90.5	106.0	.	-2.7	-2.5	2.0	87.3	107.0	10.3
24	COc1ccc2c(C(=O)CN3CCN(CCO)CC3)c[nH]c2c1	87.7	95.0	0.9	0.0	-3.1	1.3	122.5	95.1	-1.9[fluorescence artefact?]
25	c1ccc(CN2CCN(c3ncccn3)CC2)nc1	97.5	98.9	1.3	-6.6	-3.8	9.0	118.4	87.7	-3.6
26	COc1ccc(NC(=O)CSc2nc(O)cc(=O)n2-c2ccccc2OC)cc1	102.5	105.0	1.1	-4.7	-5.4	11.6	136.4	93.7	9.4
27	CCN1CCCC1CNC(=O)CCc1nc(-c2ccc(C)cc2)no1 (centres undefined)	95.9	100.4	1.1	-1.7	-3.1	4.8	122.3	93.9	-5.9
28	O=C(COC(=O)CCNS(=O)(=O)c1ccc(Cl)cc1)NCc1ccco1	81.8	97.5	1.2	3.0	-18.5	0.4	102.3	100.2	-23.4
29	COc1ccc(OC)c(S(=O)(=O)N2Cc3ccccc3CC2C(=O)Nc2nccs2)c1 (centres undefined)	83.3	91.7	1.4	0.0	-3.2	-2.6[fluorescence artefact?]	82.1	95.1	3.0
30	CCc1ccc2[nH]c(=O)c(CN(CCO)C(=O)NCc3ccccc3)cc2c1	83.9	91.4	1.1	2.8	3.3	10.7	109.6	95.0	-4.4
31	Cc1ccc(N2CSC3=C(C#N)C(c4cccs4)CC(=O)N3C2)cc1 (centres undefined)	87.3	96.2	.	-3.2	-10.0[fluorescence artefact?]	16.0[fluorescence artefact?]	93.4	94.0	0.7
32	COc1cccc(C(C#N)N2CCOCC2)c1 (centres undefined)	89.3	99.2	1.1	1.6	-2.7	9.9	103.9	105.4	8.2
33	COc1ccc(Cl)cc1N(CC(=O)Nc1cccc(SC)c1)S(C)(=O)=O	75.8	83.3	1.2	-3.3	-6.2	2.8	80.6	82.2	-6.6
34	Cc1nc2cc(NC(=O)NCc3ccco3)ccc2n1C	88.2	97.0	1.3	-4.5	-5.7	-5.3	101.3	109.7	1.1
35	O=C(CSc1nc(O)cc(=O)[nH]1)N1CCCc2ccccc21	97.7	105.9	1.3	4.4	6.4	-4.0	109.4	95.6	7.4[fluorescence artefact?]
36	Cn1c(=O)c2c(-c3ccccc3)n(Cc3ccccn3)cc2n(C)c1=O	99.1	98.6	1	-3.8	-1.9	3.5	104.4	104.9	-0.7
37	COc1ccccc1-c1nnc(SCC(=O)NC2CCCCC2)o1	83.0	92.5	1.3	-0.2	10.0	3.0	70.1	92.9	11.4
38	Cc1cccc(NC(=O)N(Cc2cc3cc(C)cc(C)c3[nH]c2=O)CC2COCCO2)c1 (centres undefined)	47.0	92.0	1.1	-2.0	-7.5	0.3	92.0	77.6	-7.4
39	Cc1ccc(C(C(=O)NC2CCCC2)N2CCc3ccccc32)cc1 (centres undefined)	72.2	87.6	.	-1.2	3.6	-1.6	135.9	96.1	-12.1
40	CCCCCN=Cc1c(C)[nH]n(-c2nc3ccccc3s2)c1=O	6.4*	29.3*	.	3.9	-4.2	4.8	115.8	12.9*	2.1

As entered above:
Mac1 fbg enh result of entry 35 = 4.4
Mac1 fbg enh result of entry 2 = -1.1

Following part.
cpd	Compound	H69AR growth 86K	Lung fibro prol	MT1-MMP txn act	Mac1 fbg enh	ERa coact inh	Smad3 inh	ERa SRC1 pot	HUVEC prolif 384	ERb coact inh
41	CCN1CCN(C(=O)CS(=O)(=O)Cc2nc(-c3ccc(C)cc3)oc2C)CC1	100.4	93.2	1.1	-0.6	-17.6	-1.9	120.7	98.1	-3.5
42	CCCCn1nnnc1SCC(=O)Nc1ccc(N(C)C)cc1	68.8	105.7	1.1	-5.4	13.7	0.7	103.3	82.8	14.5[fluorescence artefact?]
43	CCOc1ncccc1C(=O)Nc1ccc(-c2cn3ccsc3n2)cc1	87.3	97.7	1	-0.1	13.9[fluorescence artefact?]	22.0[fluorescence artefact?]	112.2[fluorescence artefact?]	101.5	10.4[fluorescence artefact?]
44	C#CC(CC)(CC)NC(=O)c1c(C)noc1C	94.2	93.4	1.1	-7.0	-0.9	12.4[fluorescence artefact?]	117.3	93.5	-2.8
45	O=C(CCCOc1ccccc1)n1nnc2ccccc21	102.9	107.8	1	-1.7	0.6	-20.7	101.9[fluorescence artefact?]	102.8	5.2[fluorescence artefact?]
46	Cn1c(NCc2ccccc2O)nc2ccccc21	99.8	106.2	1.2	-3.9	-1.6	5.6	98.5[fluorescence artefact?]	91.9	-3.5
47	O=C1CC(O)(C(F)(F)F)Oc2c1ccc1ccccc21 (centres undefined)	91.0	103.9	1	-6.8	4.7[fluorescence artefact?]	10.5	95.3	67.1	3.2[fluorescence artefact?]
48	CCOC(=O)CN1C(=O)Nc2ccc(Br)cc2C1c1ccccc1 (centres undefined)	75.0	95.1	1.1	.	-4.2	2.9	83.3	96.4	-3.3
49	COc1ccc(C(=O)N2CC3(C)CC2CC(C)(C)C3)cc1 (centres undefined)	89.0	95.5	1	-0.6	-2.2	8.1	113.4	106.7	-9.0
50	CCCCOC(=O)Nc1ccc(C(=O)OCCC)cc1	92.3	96.5	1.4	-5.0	13.3	1.2	90.4	93.3	15.0[fluorescence artefact?]
51	CCN(CC)S(=O)(=O)c1cc(OC)c(Cl)cc1Cl	83.9	93.3	1	0.9	7.8	0.1	96.3	99.5	-1.4[fluorescence artefact?]
52	CCOC(=O)c1cc2cc3ccccc3cc2[nH]1	107.0	101.3	1.7	.	-59.8	9.0[fluorescence artefact?]	93.5	103.4	-0.3
53	COc1ccccc1N(CC(=O)Nc1ccccc1C(=O)NCC(C)C)S(C)(=O)=O	85.4	107.6	1.1	0.0	-6.6	-2.2	98.8	101.2	-2.8
54	CCCn1nnc(NC(=O)c2ccccc2Cl)n1	96.7	111.6	1.4	-2.1	-4.9	7.6	104.5	107.8	-12.9
55	CCC(=O)Nc1ccc(NC(=O)CSc2nnnn2C(C)C)cc1	89.2	101.5	0.9	-0.4	2.6	-7.1	109.3[fluorescence artefact?]	95.4	0.7[fluorescence artefact?]
56	O=C(c1ccccc1)N1CCN(C(=O)N2CCOCC2)CC1	68.6	98.9	.	-3.2	-6.3	14.8[fluorescence artefact?]	106.9[fluorescence artefact?]	107.7	-0.2
57	CCNC(=O)Cn1c(=O)c2c(ncn2Cc2ccccc2)n(Cc2ccccc2)c1=O	78.1	98.2	1.1	.	-13.1	-2.9	97.3	100.1	-5.5
58	CCOc1ccccc1OCC(=O)NC1CCCCC1	79.0	95.9	1.1	-3.8	-0.3	16.3	110.4	94.2	-7.0

Bioassay records from PubChem BioAssay.
